Y pestis TopoI: Y. pestis Topo-I inhibition via cleavage products; activity, % at 10 µM; AID 504884; 360,000 tested, 0.064% active; Y. pestis Topo-I cleavage product accumulation, plate reader; in the data active = activity above about 50%, passing the limit was not always enough; inconclusive = no clear call, values can overlap the other calls; also: inactives centre near 2
CCHF vOTU inh: CCHFV vOTU protease inhibition; Pep-AMC fluorescence; inhibition, % at 11.5 µM; 370,000 tested, 0.55% active; AID 651958; in the data active = inhibition above about 30%; also: 0% = vehicle wells with enzyme and 100% = no enzyme wells
BoNT-A LC inh2: inhibitors of Botulinum neurotoxin A light chain protease | multiplex microsphere protease substrate cleavage, flow cytometry | inhibition, % at 10 µM | 360,000 tested, 0.17% active | AID 588499; also: plate controls were buffer without enzyme for full effect and enzyme alone for no effect
BH1578 lux ind: induces V. cholerae light production without autoinducers; activation, % at 18.7 µM; V. cholerae BH1578 lux reporter, luminescence, 6 h; 350,000 tested, 0.16% active; AID 588436; in the data active = activation mostly above about 9.7%, no sharp cut-off; inconclusive = no clear call, values can overlap the other calls; inactive = mostly below about 3.7%; also: not every result past the cut was called active; inactives centre near 0; reference of the scale not given here
PfHsp40 rescue: rescue of PfHsp40-mediated yeast toxicity; S. cerevisiae expressing PfHsp40, growth rescue, ATP luminescence; 340,000 tested, 0.68% active; growth rescue, % at 12.5 µM; in the data active = growth rescue above about 28%, passing the limit was not always enough; inconclusive = no clear call, values can overlap the other calls;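 also: yeast W303a lacking pdr1 and pdr3 grown in galactose medium; growth measured after three days at 30 °C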
SSB-PriA inh: inhibitors of Klebsiella pneumoniae PriA binding to SSB C-terminal tail; AID 1272365; AlphaScreen SSBct-PriA binding, biotinylated peptide; 430,000 tested, 0.6% active; inhibition, % at 33 µM; in the data active = inhibition mostly above about 37%, no sharp cut-off; inactive = mostly below about 20%;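 also: plate controls were negative control peptide for no effect and reference peptide for full effect; strong numbers were not always called active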
3CLpro inhibitor: SARS-CoV 3CLpro protease inhibition; 290,000 tested, 0.14% active; recombinant SARS-CoV 3CLpro, quenched FRET peptide cleavage; inhibition, % at 6 µM; in the data active = inhibition above about 12%
Anthrax LF inh2: anthrax lethal factor protease inhibition; P15917; multiplex microsphere protease cleavage assay, LF; inhibition, % at 10 µM; 360,000 tested, 0.12% active; also: plate controls were buffer without enzyme for full effect and enzyme alone for no effect
Target sequence (P15917 whole entry, looked up): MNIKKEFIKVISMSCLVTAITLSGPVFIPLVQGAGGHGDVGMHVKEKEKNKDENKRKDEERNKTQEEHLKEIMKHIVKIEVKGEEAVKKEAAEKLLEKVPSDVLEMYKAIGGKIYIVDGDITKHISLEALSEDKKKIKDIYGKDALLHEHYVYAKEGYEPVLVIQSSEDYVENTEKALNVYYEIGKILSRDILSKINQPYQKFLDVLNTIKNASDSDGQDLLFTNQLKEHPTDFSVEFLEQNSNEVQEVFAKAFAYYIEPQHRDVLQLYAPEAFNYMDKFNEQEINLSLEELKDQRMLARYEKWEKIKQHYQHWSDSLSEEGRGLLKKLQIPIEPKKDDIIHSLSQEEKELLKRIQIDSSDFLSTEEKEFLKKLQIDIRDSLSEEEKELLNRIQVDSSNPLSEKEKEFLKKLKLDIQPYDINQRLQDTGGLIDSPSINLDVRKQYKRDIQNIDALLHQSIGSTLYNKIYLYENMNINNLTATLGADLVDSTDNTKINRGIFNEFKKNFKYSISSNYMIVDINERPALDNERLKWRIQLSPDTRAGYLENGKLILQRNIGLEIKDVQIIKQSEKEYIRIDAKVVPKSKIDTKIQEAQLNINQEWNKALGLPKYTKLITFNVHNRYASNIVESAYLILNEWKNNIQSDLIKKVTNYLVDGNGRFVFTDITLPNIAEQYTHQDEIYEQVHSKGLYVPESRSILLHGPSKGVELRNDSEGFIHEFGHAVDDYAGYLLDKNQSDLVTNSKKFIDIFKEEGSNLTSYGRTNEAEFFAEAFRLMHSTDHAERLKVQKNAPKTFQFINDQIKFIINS
TcdB GH inh: inhibitors of Clostridioides difficile toxin B glycohydrolase | 350,000 tested, 0.24% active | TcdB glycohydrolase enzymatic assay, plate reader | AID 652162 | inhibition, % at 9.99 µM; in the data active = inhibition above about 10%
DUSP3 inh: DUSP3 (human) phosphatase inhibition; inhibition, % at 13.3 µM; 290,000 tested, 0.52% active; recombinant VHR phosphatase, pNPP absorbance; P51452; in the data active = inhibition above about 50%; also: some compounds called inactive have numbers as strong as hits
Target sequence (P51452 whole entry, looked up): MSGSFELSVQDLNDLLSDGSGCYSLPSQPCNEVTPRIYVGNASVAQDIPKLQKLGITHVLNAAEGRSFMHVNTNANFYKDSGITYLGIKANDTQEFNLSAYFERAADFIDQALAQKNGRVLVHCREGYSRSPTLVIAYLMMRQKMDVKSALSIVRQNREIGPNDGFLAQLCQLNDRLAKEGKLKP
* = called active by the depositor; i = inactive; ? = inconclusive; nt = no result given; & = joins results of further samples. Rule as the data show it, unless noted: active = inhibition above about 30%; inconclusive = no clear call, values can overlap the other calls; inactive = below that. The list is partial; the hit share may differ from the screen's.

Results follow in this order: Y pestis TopoI, CCHF vOTU inh, BoNT-A LC inh2, BH1578 lux ind, PfHsp40 rescue, SSB-PriA inh, 3CLpro inhibitor, Anthrax LF inh2, TcdB GH inh, DUSP3 inh
- C=CCNC(=S)NNC(=O)CCC(O)CCCCC (configuration not stated)
    0, 11, -0.7, i, -0.1, -9, -4, 1, nt, 39
- O=C(O)c1cnc2ccc(Cl)cc2n1
    5, -5, -0.2, -3.0, nt, nt, nt, -4, 0.3, nt
- COC(=O)c1ccc(-c2nc3ccc(C)cc3o2)cc1
    -1, -14, -0.4, i, -1.9, -20, -3, -3, nt, 19
- COc1ccccc1C(=O)NCCC(=O)N(C)CC(=O)Nc1ccc(Cl)cc1
    -2, 1, 3.2, i, -1.8, 3, nt, -1, 1.4, nt
- C=CCn1c(SCc2ccc(C#N)cc2)nnc1-c1ccc(C)cc1
    19, -4, -0.5, -0.4, 0.2, -1, 4, 1, nt, 17
- O=S(=O)(c1cnc[nH]1)N1CCCCCC1
    0, 6, -1.0, i, 0.6, -4, 2, -7, nt, 4
- O=C(CCSc1ccc(Cl)cc1)c1ccco1
    19, -4, -4.7, 0.1, 0.2, -12, 1, -7, 2.0, nt
- CCOC(=O)C1CCCN(C(=O)c2cnn3c(C(F)(F)F)cc(-c4ccccc4)nc23)C1 (configuration not stated)
    19, -13, -3.2, i, -0.3, -9, -3, 0, nt, 7
- COC(=O)c1sc2ncccc2c1OCc1ccc(Cl)cc1
    5, 4, -1.5, -0.4, -1.1, -7, 4, ?, nt, 17
- CCc1ccc(N2CC(C(=O)N/N=C/c3cccc([N+](=O)[O-])c3)CC2=O)cc1 (configuration not stated)
    -2, -15, 1.3, i, 1.1, nt, 5, 1, nt, 16
- COc1ccc(NC(=O)c2cc([N+](=O)[O-])ccc2NC(=O)CNC2CCCCC2C)c(OC)c1 (configuration not stated)
    -8, 11, -1.2, -1.8, -2.4, 7, -1, -8, 1.2, 12
- S=c1[nH]nc(-c2ccccn2)n1/N=C/c1cccc2ccccc12
    12, 0, -1.7, -1.7, -0.2, nt, -1, 0, 3.5, 0
- Cc1[nH]n(C(N)=S)c(=O)c1C(c1ccccc1)C(C#N)C#N (configuration not stated)
    -7, 5, 1.1, i, 6.6, -4, -2, 1, nt, -20
- CCS(=O)(=O)NC(C)C(c1cccs1)N1CCN(C)CC1 (configuration not stated)
    11, -12, -0.4, -4.2, -0.4, -1, 3, 0, -0.2, 14
- Cc1cc(C)cc(NC(=O)Nc2cnccn2)c1
    1, 11, 3.0, -0.4, 0.1, -9, 7, 3, 1.3, -8
- O=C1CC(=O)N(Cc2ccccc2)C(=O)N1Cc1ccccc1
    -3, 27, -0.5, i, 0.3, -12, nt, 1, -1.2, nt
- Cc1sc2nc(C3CC3)nc(SCC(=O)NCc3ccco3)c2c1C
    1, -14, -0.5, i, -1.1, -9, 7, 1, -0.1, 14
- O=C1CNC(=O)/C1=C/c1ccc(Br)cc1
    -2, -20, 4.3, -0.6, 0.7, 9, 0, -3, -2.8, 17
- CC1CCCCC1NC(=O)c1cc2c(=O)n3ccccc3nc2n1C (configuration not stated)
    18, -148, 1.2, i, 0.7, -4, 0, 2, -0.8, 25
- NS(=O)(=O)c1ccc(CCNC(=O)c2ccc(-c3ccccc3)cc2)cc1
    6, 4, -3.1, 0.4, -1.3, -9, 0, -1, -0.3, 10

Just TcdB GH inh, for two of the compounds above:
mol	TcdB GH inh
O=C1CC(=O)N(Cc2ccccc2)C(=O)N1Cc1ccccc1	-1.2
S=c1[nH]nc(-c2ccccn2)n1/N=C/c1cccc2ccccc12	3.5

More results
Results follow in this order: Y pestis TopoI, CCHF vOTU inh, BoNT-A LC inh2, BH1578 lux ind, PfHsp40 rescue, SSB-PriA inh, 3CLpro inhibitor, Anthrax LF inh2, TcdB GH inh, DUSP3 inh
- N#CCCN(C(=O)COC(=O)c1cc(S(=O)(=O)N2CCOCC2)ccc1Cl)c1ccc(F)cc1
    36, -10, -6.3, 1.6, 0.9, -14, nt, -2, 0.9, nt
- CSC1=N/C(=C/c2ccc(-n3cncn3)cc2)C(=O)N1
    -5, -8, -1.2, -0.4, 1.2, 3, 1, 1, 0.0, 4
- C=CCn1c(Cc2ccc(OC)cc2)nnc1SCC(N)=O
    -7, 0, 2.5, i, -1.7, -19, -1, -6, nt, 34
- CCOC(=O)/C=C1\NC(=O)CS1
    -8, 0, -1.2, -0.6, -0.6, -8, 0, 3, nt, 14
- O=C1CC(c2ccccc2)CC2=C1C=Nc1ccccc1N2 (configuration not stated)
    13, 0, -1.3, 3.2, 5.2, -9, 0, -11, 1.8, 21
- COc1ccc(/C=C2\SC(=S)N(CC(=O)NC3CCS(=O)(=O)C3)C2=O)cc1 (configuration not stated)
    -3, -4, 2.5, -6.1, 0.2, -4, 1, 0, 0.4, 40
- Cc1csc(NC(=O)C2CC(=O)N(c3ccc4c(c3)OCCO4)C2)n1 (configuration not stated)
    0, -2, -6.0, i, -1.5, 2, nt, 0, 2.0, nt
- FC(F)(F)c1cnc(N/N=C/c2ccncc2)c(Cl)c1
    6, 11, -0.3, -0.2, 0.2, i, -2, 0, -0.1, 23
- COc1ccccc1C(=O)NC1CCN(C(=O)Nc2ccc(C)cc2)CC1
    4, 2, -2.9, -0.1, 0.3, 1, -1, -3, 1.4, 19
- CN(C)/C(=N\S(=O)(=O)c1ccc(Br)cc1)c1ccccc1
    -5, 20, -6.4, -0.1, 0.0, nt, 3, 10, -0.7, -13
- COc1ccc(/C=C/c2cc(-c3ccc(C)cc3)o[n+]2C)cc1
    10, -1, 7.6, 0.5, 1.0, 0, 0, 8, nt, 42
- O=C(COC(=O)c1cccc(S(=O)(=O)N2CCCCCC2)c1)NCc1ccc(Cl)cc1
    0, -4, 5.0, -2.8, -1.5, -10, nt, -2, -2.5, nt
- CCCN1CCN(CCCNC(=O)c2cc3c(s2)-c2ccccc2OC3)CC1
    -5, -362, -1.6, i, 1.6, 4, -3, -1, 4.0, 32
- Cn1cc(Cc2ccc(C(=O)N3CCCCC3)cn2)c2ccccc21
    19, -2, -0.2, -0.4, nt, nt, nt, 0, -0.4, nt
- COc1ccc(C(=O)N/N=c2\oc3ccccc3cc2C(N)=O)cc1
    -3, -1, 0.0, -0.1, 0.2, nt, 3, 5, -0.2, -8
- COc1ccc(CCNCc2cccn2C)cc1
    4, 5, -0.7, i, -2.8, -6, -1, -12, 1.1, 1
- COC(=O)C1=C(c2ccc(OCc3ccccc3)cc2)C[C@@H]2CC[C@H]1N2C(=O)NCc1ccc(C(C)(C)C)cc1
    36, 18, -0.3, i, nt, nt, nt, -5, 1.2, nt
- CC1(C)Cc2ccccc2-c2nc3n(c(=O)c21)CCS3
    6, -2, -1.4, -0.3, 0.0, -1, 2, -3, 1.9, 20
- CCCOC(=O)/C(=C\C=C\c1ccco1)NC(=O)c1ccccc1
    -4, -7, 2.0, -1.3, 0.7, -6, 2, 4, 0.2, 13
- CCS(=O)(=O)N1CCC(C(=O)NC2CCCCCCC2)CC1
    7, 0, -2.5, -0.4, 1.6, -3, 4, -4, nt, -16
- Cn1c(=O)oc2cc(S(=O)(=O)N3CCCC(C(=O)NCc4cccs4)C3)ccc21 (configuration not stated)
    -3, 2, 0.0, -0.2, 0.3, -12, -5, 3, 2.0, -4
- Nc1c(Cl)c(Cl)nc(C(=O)N/N=C/c2cccnc2)c1Cl
    1, -11, 0.1, i, nt, i, -6, -2, -0.1, 14
- COc1cc(C(=O)N/N=C(\c2ccccc2)c2ccccn2)cc(OC)c1OC
    -5, 5, -1.3, -0.3, -1.9, nt, 4, -2, -1.2, 10
- Cn1c(COc2ccc(Cl)cc2)nnc1SCC(=O)Nc1ccc2c(c1)CCC2
    18, -9, 1.1, -0.3, -0.2, -9, 3, -5, nt, 1
- COc1ccccc1OCC(O)CN1C(=O)NC(C)(C)C1=O (configuration not stated)
    1, 15, 0.1, -0.3, -1.0, 1, nt, -15, 1.5, 29
- Cc1ccc(Nc2nc(N)nc(CSc3nnc(-c4ccncc4)o3)n2)cc1
    5, 0, 1.9, i, -0.6, -2, -3, -2, nt, 10
- CC1CN(C)C(C)c2c1oc1ccc([N+](=O)[O-])cc21 (configuration not stated)
    1, -7, 0.3, -0.4, -0.5, 14, 6, -5, -0.2, 9
- CC(C)S(=O)(=O)c1cnc(N2CCOCC2)nc1N
    2, 2, -0.1, -0.3, -0.7, -1, 2, -2, -0.1, -9
- Cc1oc2ccc(OCc3c(F)cccc3Cl)cc2c1C(=O)O
    -1, -7, -1.8, -0.1, -1.1, -6, 6, -1, 5.6, 9
- COc1ccc(CNc2ccc([N+](=O)[O-])cc2C)cc1
    -8, 26, nt, i, -0.3, 8, -4, nt, 1.6, 1
- CCc1noc(C)c1C(=O)NNC(=O)COc1ccc(C)cc1
    -1, -10, 2.4, 10, 0.7, -12, nt, 0, 2.0, nt
- CC(=NCCc1c(C)[nH]c2ccc(OCc3ccccc3)cc12)C1=C(O)CC(c2ccccc2)CC1=O (configuration not stated)
    5, -4, -1.2, i, -1.2, 1, -1, -5, 1.3, 20
- CCOc1ccc(NC(=O)Cc2c(C(=O)O)n(C)c3ccccc23)cc1
    -1, 2, -0.8, -1.5, -1.3, 4, 1, 27, 0.0, -1
- CCN(CC)CCCNC(=O)c1cn(C)c(=O)c2c1c1ccccc1n2C
    -4, 6, 1.9, -1.5, -1.0, -3, 4, 15, 0.1, nt
- CC1(C)Cc2c(cnn2-c2cccc(F)c2)C(NC(=O)CCc2cnccn2)C1 (configuration not stated)
    -10, -12, 3.1, i, 0.0, -12, -7, -4, -0.4, -7
- CCOc1cccc(-c2nnc3sc(COc4ccc(C)cc4)nn23)c1
    23, 4, 0.4, i, -1.7, -9, 5, 0, nt, 4
- CC(=O)Oc1ccc2oc(/C=C/N(C)C)c([N+](=O)[O-])c2c1
    -10, 15, -1.3, -0.7, -0.6, -8, 2, -2, nt, 29
- NC(=O)CSC1=Nc2ccccc2C2=NC(c3ccccc3)C(=O)N12 (configuration not stated)
    -5, -18, 1.1, -0.5, -1.4, -6, 5, 0, 1.2, 18
- O=C(NNS(=O)(=O)c1ccc(F)cc1)c1ccc([N+](=O)[O-])cc1Cl
    -2, 4, -0.3, -0.2, -2.4, -7, -2, -5, -5.9, 22
- O=C(COc1ccccc1[N+](=O)[O-])N1CCN(C(=O)c2ccco2)CC1
    0, -15, -1.4, 0.2, -0.2, 0, -4, -2, 0.6, 27
- Nc1[nH]c(=O)ncc1F
    -3, -6, -0.5, 8.3, 370*, -2, 2&0, -6, 0.3, 5&21
- CCOC(=O)NC(Nc1sc2c(c1C(=O)OC)CCN(C)C2)(C(F)(F)F)C(F)(F)F
    0, 2, -0.4, i, 4.6, -9, 3, -3, nt, 21
- COc1ccc(C(=O)NCCS(=O)(=O)NCc2ccccc2OC)cc1
    5, -7, nt, i, 0.1, -11, nt, nt, -3.9, nt
- CN(C(=O)c1cncc(Br)c1)c1c(N)n(Cc2ccccc2)c(=O)[nH]c1=O
    3, -12, -20, i, 0.5, -13, nt, -7, 1.8, nt
- O=C(CNC(=O)c1ccc(Br)o1)NNC(=O)c1cccc(Cl)c1
    -3, -5, 4.1, -1.4, -1.6, -13, nt, 0, 1.6, nt
- NC(=O)c1cnccn1
    -7, -1, 1.3, 8.3, -0.5, -10, 5, -2, 0.0, -22
- CN(C)c1ccnc(-n2cccc2/C=N/OCc2cccc(F)c2)c1C#N
    9, 11, 0.2, -0.6, -0.6, nt, -2, -1, nt, 29
- O=C(NN=C1CCCCCC1)c1cccs1
    -4, -5, 1.9, 1.7, -0.5, 4, 1, -2, -2.1, 23
- CC(C)NC(=O)N(C)C[C@H]1Oc2ccc(NS(=O)(=O)c3cn(C)cn3)cc2C(=O)N([C@H](C)CO)C[C@@H]1C
    2, 10, -0.7, -0.3, 23, -8, nt, 1, -0.3&1.1, nt
- CSc1ccc(/C=N\NC(=O)CNc2ccc(C)cc2)cc1
    7, -11, -2.0, -1.6, 0.1, nt, 6, -6, 0.4, 14

Screening results: PubChem, several laboratories
